# EBI2 antag: antagonists of human EBI2 receptor; P32249; EBI2 beta-arrestin recruitment, luminescence, 7a,25-OHC stimulated; inhibition, % at 5 µM; hit rate 0.81% among 360,000; AID 651636; in the data active = inhibition above about 38%;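 note: enzyme fragment complementation signal reports receptor beta-arrestin coupling in cells; 0% = agonist plus DMSO wells and 100% = wells without agonist; some results beyond the cut were filed as inactive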
# Target sequence (P32249 whole entry, looked up, the tested form may be a part): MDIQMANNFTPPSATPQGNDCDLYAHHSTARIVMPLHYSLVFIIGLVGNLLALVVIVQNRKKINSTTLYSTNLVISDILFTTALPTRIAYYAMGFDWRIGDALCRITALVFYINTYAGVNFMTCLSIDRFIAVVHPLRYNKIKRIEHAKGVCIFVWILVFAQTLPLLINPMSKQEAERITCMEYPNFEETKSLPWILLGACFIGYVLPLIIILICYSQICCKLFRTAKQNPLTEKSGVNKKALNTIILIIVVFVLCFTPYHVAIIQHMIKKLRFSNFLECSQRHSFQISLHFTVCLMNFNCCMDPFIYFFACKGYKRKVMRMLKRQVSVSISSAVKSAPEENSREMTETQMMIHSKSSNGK
# 697 NFkB inh: lowers PMA/ionomycin-induced NF-kB signal in 697 B cells. 697 B-cell NF-kB luciferase reporter, 16 h. inhibition, % at 4 µM. hit rate 0.33% among 330,000. AID 435022; in the data active = inhibition above about 35%
# Jurkat NFkB inh: lowers PMA/ionomycin-induced NF-kB signal in Jurkat cells | PMA/ionomycin-induced NF-kB luciferase reporter, luminescence | inhibition, % at 4 µM | hit rate 0.53% among 330,000
# Apaf-1 inh: inhibitors of human Apaf-1 apoptosome | reconstituted apoptosome caspase-3 activity, DEVD-Rh110 fluorescence | AID 489030 | hit rate 0.71% among 330,000 | inhibition, % at 20 µM; active = inhibition of at least 40% at 20 µM;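 note: plate controls were DMSO wells for no effect and DEVD-CHO caspase inhibitor wells for full effect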
#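 Assay system – apoptosome proteins · Medium – Hepes buffer, pH 7.5 · Also added – cytochrome c with DEVD-Rh110 · Timing – 30 min compound preincubation, 50 min activation, room temperature · Detection – Rh110 fluorescence, excitation 480 nm, emission 540 nm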
# CCR6 antagonist: antagonists of human CCR6 receptor. P51684. AID 493098. CHO-K1 CCR6 PathHunter beta-arrestin, luminescence, CCL20-stimulated. hit rate 0.49% among 340,000. inhibition, % at 20 µM;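 active = compounds whose inhibition of the agonist-driven luminescence signal at 20 µM reaches about 50%, limit read from the data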;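 note: cells stimulated with CCL20 at 14 nM final; plate controls were DMSO with CCL20 for no effect and DMSO without agonist for full effect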
# Target sequence (P51684 whole entry, looked up): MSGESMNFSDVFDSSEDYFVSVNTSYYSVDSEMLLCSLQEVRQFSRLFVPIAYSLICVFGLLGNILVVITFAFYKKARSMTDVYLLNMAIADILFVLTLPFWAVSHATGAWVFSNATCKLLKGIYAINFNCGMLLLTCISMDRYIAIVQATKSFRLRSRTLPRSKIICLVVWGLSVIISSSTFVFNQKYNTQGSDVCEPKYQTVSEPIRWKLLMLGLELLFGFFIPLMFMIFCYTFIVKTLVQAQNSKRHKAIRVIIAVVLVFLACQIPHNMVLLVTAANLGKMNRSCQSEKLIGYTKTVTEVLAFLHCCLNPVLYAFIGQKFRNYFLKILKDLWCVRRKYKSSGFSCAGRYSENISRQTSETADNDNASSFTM
# UBC13 inh: human UBC13 polyubiquitination inhibition | AID 485273 | UBC13 polyubiquitin chain formation, TR-FRET | P61088 | inhibition, % at 20 µM | hit rate 0.47% among 330,000; in the data active = inhibition above about 45%, passing the limit was not always enough
# Target sequence (P61088 whole entry, looked up): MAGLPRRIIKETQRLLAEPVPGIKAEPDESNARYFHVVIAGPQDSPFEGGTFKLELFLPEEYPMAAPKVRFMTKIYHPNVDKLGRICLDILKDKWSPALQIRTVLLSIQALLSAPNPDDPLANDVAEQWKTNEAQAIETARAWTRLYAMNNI
# Gli-Sufu antag: blocks Gli-Sufu signaling in a luciferase reporter | Sufu-KO-LIGHT fibroblasts, Gli luciferase reporter luminescence | inhibition, % at 5 µM | hit rate 0.74% among 340,000;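 active = inhibition above about 55%, limit read from the data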;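 note: 0% = DMSO-treated cells and 100% = wells with medium but no cells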
# SENP8 inh: SENP8 protease inhibition | purified SENP8, Z-RLRGG-aminoluciferin cleavage, luminescence | Q96LD8 | inhibition, % at 10 µM | AID 2540 | hit rate 1.2% among 330,000
# * hit, by the source's call; / = not tested or not shown. Cut-off read from the data, not from the text of the source, unless noted: active = inhibition above about 50%; inactive = the rest. Not all compounds are listed; count on the stated rates, not on these rows.
SMILES,EBI2 antag,697 NFkB inh,Jurkat NFkB inh,Apaf-1 inh,CCR6 antagonist,UBC13 inh,Gli-Sufu antag,SENP8 inh
COc1cccc2c(N/N=C/c3ccc(O)c(O)c3)cc(C)nc12,2.3,-24.7,-26.2,-11.8,-3.4,10.3,-12.2,-1.9
C/C(=N\NC(=O)C1(C)CC1(Br)Br)c1cccc(NC(=O)C(C)(C)C)c1 (stereo unspecified),-4.5,6.5,6.8,-13.4,-6.4,2.5,0.8,3.1
COc1cccc(NC(=S)N2CCc3cc(OC)c(OC)cc3C2COc2ccc3c(C)cc(=O)oc3c2)c1 (stereo unspecified),10.2,10.1,11.1,-0.8,7.9,11.9,28.2,-4.1
Cc1cc2nc[nH]c2cc1[N+](=O)[O-],-1.1,-7.3,4.0,-8.6,3.8,-8.1,0.3,3.0
COc1ccc(C=NCC2OCCc3ccccc32)cc1OC (stereo unspecified),-0.9,22.9,2.2,6.6,0.7,0.3,3.2,-1.2
CCOC(=O)[C@@H]1[C@H]2COc3cc(OC)ccc3[C@H]2N2C(=O)N(c3cccc(Cl)c3)C(=O)[C@]12C,10.2,6.2,17.3,-3.8,6.6,-1.7,15.5,-5.6
O=C(Nn1c(C2CCCCC2)nc2ccccc2c1=O)c1ccc(Cl)c([N+](=O)[O-])c1,6.8,-1.8,0.1,25.6,3.7,-7.0,-0.1,13.0
COc1ccc(OC)c(S(=O)(=O)N2CCC(C(=O)NC3CCCCCC3)CC2)c1,8.9,1.8,-2.0,7.4,5.5,-0.8,2.3,-9.1
COc1cc(/C=C/C(=O)c2ccc(Cl)s2)cc(OC)c1O,44.8*,7.3,7.9,-1.6,47.7,-59.3,12.2,-8.8
CCCCOc1ccc(C(=O)N2CCNC(=O)C2CC(=O)OC(C)C)cc1 (stereo unspecified),0.4,-28.7,4.1,-18.3,1.8,-12.6,-2.0,-5.8
COc1ccc(CNC(=O)CCCn2ncn3c(cc4occc43)c2=O)cc1,-6.1,-1.3,-2.8,-1.3,-5.3,0.4,17.6,-0.3
Nc1nnc(SCC(=O)NC2CCCCC2)n1-c1ccccc1,-5.3,5.4,-10.3,-2.8,-17.7,6.5,0.4,-2.1
c1ccc(-c2ccccc2OCCCN2CCCCCC2)cc1,-5.3,9.0,11.6,-10.6,0.7,16.7,29.9,-4.7
CC(C)COC(=O)C(C#N)c1nc2ccccc2nc1N1CCN(Cc2ccccc2)CC1 (stereo unspecified),46.0*,11.3,9.8,7.5,24.6,-8.1,11.4,6.0
CN(C)S(=O)(=O)c1ccc(NC(=O)CSc2nnnn2C)cc1,-3.1,9.7,4.6,-19.4,8.2,0.9,0.1,-4.1
CN(C)CCCN(C(=O)c1sc2ccccc2c1Cl)c1nc2ccc(F)cc2s1,-0.1,-72.6,-54.5,5.8,6.4,40.1,-1.9,-1.8
CSCCC(NS(=O)(=O)c1ccc(Cl)cc1)C(=O)OCC(=O)N1CCOCC1 (stereo unspecified),1.8,22.6,6.7,-3.4,12.4,0.8,3.1,1.9
Cn1cccc1Cc1nnc(SCC(N)=O)n1-c1ccc(F)cc1,-3.3,15.6,4.0,0.1,-0.1,0.4,-0.8,4.9
O=C(CNC(=O)COc1ccccc1)NCCc1ccccn1,-10.4,19.8,-4.7,-27.2,-6.8,-3.2,1.6,2.3
CN(Cc1ccccc1)S(=O)(=O)c1ccc(NC(=O)c2ccccc2C(=O)O)cc1,-13.4,20.1,-3.7,-3.3,3.0,-1.0,0.8,-15.8
COC(CNC(=O)c1ccc2c(c1)ncn2-c1cc(C)cc(C)c1)OC,-4.5,22.2,-11.1,-0.7,-0.3,3.9,-9.2,5.6
CC(C(=O)NCC1CCCO1)N1C(=O)C2C3CC(C(Br)C3Br)C2C1=O (stereo unspecified),-1.2,6.8,1.1,-10.5,-3.0,1.9,2.0,6.8
Cc1ccc(N2CN=c3s/c(=C\c4ccccn4)c(=O)n3C2)cc1,-3.6,-22.6,-17.5,1.4,-0.2,-14.0,-35.6,-12.4
O=C(NCc1cccnc1)c1ccc(COc2ccccc2Cl)cc1,2.4,-20.9,0.2,16.5,8.9,-11.5,22.4,-16.5
COc1nc(NCCO)nc(Nc2ccc([N+](=O)[O-])cc2)n1,3.0,2.3,-7.2,-1.0,-5.2,-17.1,-3.4,3.7
COc1ccc(/C=C/C(=O)OCc2cc(=O)n3c(n2)sc2ccccc23)cc1,21.0,7.7,-10.5,16.5,15.4,-6.3,1.8,-5.3
CN(C(=O)COC(=O)CN1C(=O)c2ccccc2C1=O)c1c(N)n(Cc2ccccc2)c(=O)[nH]c1=O,-7.0,0.6,-5.1,4.7,-6.3,-6.3,-2.1,-1.1
Cc1ccc(C)c(N(CC(=O)NC2CCCC2)C(=O)CCC(=O)Nc2cc(C)on2)c1,-0.6,8.2,-1.9,-4.4,13.0,1.1,/,1.8
COc1ccc(CNC(=O)C2CCCN(C(=O)Nc3ccccc3OC)C2)cc1 (stereo unspecified),-1.7,8.1,-1.5,-1.3,-1.6,0.9,9.4,-4.5
CC(C)CC(=O)c1c(O)c(C=O)c(O)c2c1O[C@@]1(C)[C@@H](C2)C[C@H]2C[C@@H]1C2(C)C,-1.2,12.4,1.9,5.4,17.3,-15.7,10.3,-12.9

# 4 compounds from above, reduced to Gli-Sufu antag, Apaf-1 inh and SENP8 inh:
Compound | Gli-Sufu antag | Apaf-1 inh | SENP8 inh
CC(C(=O)NCC1CCCO1)N1C(=O)C2C3CC(C(Br)C3Br)C2C1=O (stereo unspecified) | 2.0 | -10.5 | 6.8
Cc1ccc(N2CN=c3s/c(=C\c4ccccn4)c(=O)n3C2)cc1 | -35.6 | 1.4 | -12.4
O=C(NCc1cccnc1)c1ccc(COc2ccccc2Cl)cc1 | 22.4 | 16.5 | -16.5
COc1nc(NCCO)nc(Nc2ccc([N+](=O)[O-])cc2)n1 | -3.4 | -1.0 | 3.7

# (more compounds)
SMILES,EBI2 antag,697 NFkB inh,Jurkat NFkB inh,Apaf-1 inh,CCR6 antagonist,UBC13 inh,Gli-Sufu antag,SENP8 inh
Cc1cccc(C)c1-n1nnnc1C1(Nc2ccccc2)CCCCC1,10.9,-3.8,-10.6,17.0,8.8,3.1,16.1,6.3
CCn1cc(CN2CCCC(C(=O)Nc3ccc(-c4nc5ccccc5[nH]4)cc3)C2)c(C)n1 (stereo unspecified),0.5,1.0,-32.9,12.8,-6.0,2.5,15.1,8.7
CCc1nn(C(C)C(=O)NCc2cccc(Cl)c2)c(=O)c2cc3occc3n12 (stereo unspecified),0.1,-9.3,16.5,6.4,21.7,-2.2,2.7,-10.0
CC(C)(C)Cc1nnc(NS(=O)(=O)Cc2ccccc2)s1,-6.8,0.3,-7.7,17.5,-18.4,-2.5,-2.0,3.5
CC(C)(C)OC(=O)CNC(=O)c1nc[nH]c1C(=O)N1CCNCC1,-1.2,-5.1,7.7,1.2,-0.9,-5.5,-5.3,-2.3
O=C(COC(=O)Cc1ccc(Cl)cc1)Nc1ccc(OC(F)F)cc1,-11.8,-9.9,8.4,-1.1,-6.3,10.1,0.9,-2.9
CN1C(=S)SC(/[N+]([O-])=C\c2ccc(Cl)cc2)C1(C)C (stereo unspecified),7.1,2.9,-17.7,10.7,9.1,-10.8,1.5,2.2
COCC(=O)NNC(=O)Cc1ccc(Cl)cc1,3.6,11.2,-9.8,-1.0,-10.7,7.0,-3.8,-7.4
CCOC(=O)N/N=C/C(Cl)=C/c1ccccc1,-0.3,6.5,-40.5,4.7,3.8,-10.0,-42.2,-3.9
COc1cccc(C2(O)CCN(C(=O)C(C)C)CC2)c1,-2.2,21.9,8.2,-19.2,0.9,9.9,5.7,-0.9
Cc1oc2c(c(C)cc3oc(=O)c(CC(=O)NCCC(=O)O)c(C)c32)c1C,6.1,20.7,15.6,1.5,10.5,0.3,-5.2,1.9
Cc1csc(NC(=O)CSc2ccc([N+](=O)[O-])cn2)n1,-11.2,7.4,20.7,8.8,5.7,-1.8,27.6,3.5
Cc1c(C(=O)C(=O)N2c3ccccc3CC2C)c2ccccc2n1C (stereo unspecified),8.9,10.9,14.7,5.2,0.1,-8.1,-1.1,5.1
Cc1cccc(CSc2ccc3nnc(-c4cccs4)n3n2)c1,8.4,-26.5,0.3,-13.0,-0.6,16.5,-1.3,-3.0
COc1cc(OC)cc(C(=O)Nc2cccc(NC(=O)c3ccccc3)c2)c1,-3.3,12.9,-1.2,3.1,17.9,4.6,-28.6,-2.8
COc1ccc(N(CC(=O)NCCSCc2ccco2)S(=O)(=O)c2ccccc2)cc1OC,-7.2,-10.9,9.7,1.8,8.3,-7.3,4.2,8.2
CCOC(=O)c1ccc(CSc2nnc(C)n2N)o1,-9.4,-0.3,-10.6,-2.0,12.8,-1.4,3.1,-3.7
COc1cc(CNCCN2CCOCC2)ccc1OCc1ccc(Cl)cc1Cl,-5.5,-20.7,0.1,19.5,35.7,19.8,-1.7,-8.5
O=C(COC(=O)/C=C/c1ccc(Cl)cc1)NCCN1C(=O)CSC1=O,45.9*,17.4,9.9,-4.8,16.5,-4.0,-42.6,-2.4
COc1cc(C2OCC3C(c4ccc(OC5OC(CO)C(O)C(O)C5O)c(OC)c4)OCC23)ccc1O (stereo unspecified),-8.5,2.3,-5.9,-11.1,-4.6,5.5,-9.4,4.5
Cc1ccc(S(=O)(=O)N2CCCC2CNC(=O)C(=O)NC2CCCC2)cc1 (stereo unspecified),0.0,-1.2,-2.5,-0.3,4.3,-3.0,4.1,2.6
O=C(Nc1cccc(C(=O)Nc2cccc(C(F)(F)F)c2)c1)c1ccc(=O)[nH]c1,-1.8,8.8,-4.1,-0.1,11.8,0.8,-44.2,-10.6
COc1ccccc1N1CCN(C(c2ccc(Cl)cc2)c2nnnn2C(C)(C)C)CC1 (stereo unspecified),8.0,5.2,15.9,18.4,6.4,-7.3,6.6,-10.7
O=S(=O)(Nc1ccc2[nH]ncc2c1)c1ccccc1Cl,-2.6,3.9,-6.0,8.1,-0.4,0.8,-7.5,-4.4
Cc1sc2nc[nH]c(=S)c2c1-c1ccccc1,4.0,1.4,7.5,-13.1,15.6,3.5,4.2,-0.1
Cn1c(=O)c2c(ncn2CC(=O)OCC(=O)NNC(=O)c2ccc(Cl)cc2)n(C)c1=O,2.4,-0.6,22.4,-4.8,1.8,-0.2,-2.8,-10.1
N#CCCN1CCN(S(=O)(=O)c2ccc(S(=O)(=O)N3CCCC3)cc2)CC1,-3.6,18.8,4.3,-15.9,12.3,3.5,4.1,5.3
C(=C\CSc1nnnn1-c1ccccc1)/CSc1nnnn1-c1ccccc1,4.8,26.8,10.1,1.0,20.6,-1.8,6.1,-1.3
O=C(NNC1=NS(=O)(=O)c2ccccc21)c1ccc(Cl)cc1,-6.8,6.6,5.8,3.9,8.6,4.1,3.1,-6.8
COc1ccc(C(=O)NCCn2ccc3ccccc32)cc1OC,-2.0,-7.4,-10.2,2.7,6.2,-2.1,2.4,-12.8

# Copied from the list:
# Result of `C(=C\CSc1nnnn1-c1ccccc1)/CSc1nnnn1-c1ccccc1` under UBC13 inh: -1.8
# Result of `COc1cc(CNCCN2CCOCC2)ccc1OCc1ccc(Cl)cc1Cl` under 697 NFkB inh: -20.7

# More structures follow.
SMILES,EBI2 antag,697 NFkB inh,Jurkat NFkB inh,Apaf-1 inh,CCR6 antagonist,UBC13 inh,Gli-Sufu antag,SENP8 inh
Cc1cccc(C(=O)Nc2cccc(NC(=O)c3ccccc3)c2)c1,11.7,-3.5,2.4,2.7,10.7,1.5,-6.8,3.7
CC(=O)Nc1ccc(NCc2cccs2)cc1,-13.9,-35.7,-24.5,3.1,10.5,-16.3,-6.0,-10.0
Cc1ccccc1OCC(=O)OCC(=O)Nc1ncc(Cl)c(C)c1Cl,-6.1,7.1,10.2,-0.1,-3.5,-8.4,-0.3,-0.7
O=C(c1cccc(C(=O)N2CCN(c3ccccc3)CC2)c1)N1CCN(c2ccccc2)CC1,6.8,18.2,6.4,-4.1,3.4,19.7,0.9,6.8
O=C(NCc1ccco1)/C(=C/c1ccc(F)cc1)NC(=O)c1ccccc1,-2.6,-1.0,13.8,-2.4,9.8,5.5,-4.7,4.5
